# Bioassay records deposited in PubChem by several laboratories.
# MgcRacGAP inhibition: MgcRacGAP GTPase-activating activity inhibitors, confirmation, biochemical, ADP Hunter fluorescence. MgcRacGAP-stimulated Rac1 GTP hydrolysis, ADP Hunter fluorescence; higher % means a stronger effect; GST-tagged Rac1 F28L mutant substrate. inhibition, % at 30 µM, or IC50 in µM where a hit was titrated. 0.6% of 340,000 active;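 active means first-screen hits whose inhibition reached a set limit at any dose in the follow-up dose series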;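 further: fluorescence reports GDP produced by GAP-driven GTP hydrolysis; strong numbers were not always called active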
# RSV CPE inhibition: inhibition of RSV-induced cytopathic effect – HEp-2 cells, primary 10 µM value included (AID 2391); HEp-2 cells, RSV-induced CPE inhibition; higher % means a stronger effect; one-dose CPE inhibition, % at 10 µM; IC50 in µM for titrated hits; 0.13% of 310,000 active; in the data active means a potency from the dose series; further: strong numbers were not always called active
# CSM14.1 death rescue: rescue of cells from ER stress-induced death, primary screen, 384-well, CSM14.1, thapsigargin, ATP luminescence (AID 1222). one-dose cellular ATP content (survival), % at 20 µM; EC50 in µM for titrated hits. CSM14.1 thapsigargin-induced death rescue, ATP luminescence; higher % means a stronger effect. 190,000 tested, under 10 active;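 active means EC50 below 50 µM in the dose-response confirmation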;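 further: death triggered by thapsigargin at about 15 µM added after 2 h compound pretreatment; cell ATP read after overnight thapsigargin exposure of roughly 18 to 22 hours; normalized against plate controls of thapsigargin alone and 5% DMSO vehicle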
# PhoP inhibition: inhibitors of PhoP regulon expression, primary screen, Salmonella Typhimurium, GFP reporter (AID 1863); 0.16% of 300,000 active; S. Typhimurium PhoP-regulated promoter GFP reporter, 4 h; higher % means a stronger effect; one-dose inhibition, % at 50 µM; IC50 in µM for titrated hits;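 active means inhibition over 29.93%, a cutoff 3 SD above the screen mean, later confirmed by dose response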;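 further: 0% = low Mg2+ inducing control and 100% = high Mg2+ repressing control; strong numbers were not always called active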
# West Nile virus CPE: West Nile virus antiviral activity, cell-based, CPE readout (AID 1621); West Nile virus-infected cells, CPE inhibition; higher % means a stronger effect; 0.02% of 290,000 active; CPE inhibition, % at 10 µM; hits with a dose series show IC50 in µM; in the data active means a potency from the dose series; further: strong numbers were not always called active
# GPR35 antagonists: GPR35 antagonists blocking zaprinast-driven arrestin recruitment, primary screen, imaging, U2OS, beta-arrestin-GFP, zaprinast agonist (AID 2058) | U2OS GPR35 beta-arrestin-GFP translocation imaging, zaprinast antagonism; higher % means a stronger effect | one-dose inhibition, % at 10 µM; IC50 in µM for titrated hits | 0.052% of 290,000 active;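 active means inhibition of at least 50% with at least 30 cells and total cytoplasm GFP at most 10,000,000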
# NS5 inhibitors: Dengue-2 NS5 methyltransferase inhibitors, primary screen, biochemical, confirmation dose response (AID 588689). Dengue-2 NS5 methyltransferase capping enzyme assay, biochemical; higher % means a stronger effect. inhibition, % at 25 µM; hits with a dose series show IC50 in µM. 0.3% of 340,000 active; in the data active means a potency from the dose series
# LYP inhibition: PTPN22 lymphoid phosphatase activity blockers – biochemical, fluorescence intensity, uHTS (AID 1779); recombinant LYP phosphatase, fluorescence intensity; higher % means a stronger effect; inhibition, % at 11.5 µM; hits with a dose series show IC50 in µM; 0.054% of 290,000 active; in the data active means inhibition above about 50%;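 further: plate controls were vehicle with enzyme for no effect and no enzyme for full effect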
# Large T inhibition: SV40 large T antigen inhibitors, biochemical (AID 1903); 0.39% of 310,000 active; inhibition, % at 20 µM; hits with a dose series show IC50 in µM; SV40 large T antigen ATPase/helicase inhibition assay; higher % means a stronger effect; in the data active means a potency from the dose series; further: strong numbers were not always called active
# The depositor's hits bear a star; / = not tested or not shown.
SMILES,MgcRacGAP inhibition,RSV CPE inhibition,CSM14.1 death rescue,PhoP inhibition,West Nile virus CPE,GPR35 antagonists,NS5 inhibitors,LYP inhibition,Large T inhibition
O=C(CCNS(=O)(=O)c1cccc2nsnc12)NC1CCN(Cc2ccccc2)CC1,10%,1.6%,-0.2%,1%,-0.4%,0%,6%,1%,10%
Cc1ccc(OCCOCCn2ccnc2)c(Br)c1,32%,-0.7%,5.3%,26%,-0.7%,13%,-3%,-14%,-3%
COc1ccc(-c2cc3onc(-c4c(Cl)cccc4Cl)c3c(=O)n2C)cc1,2%,3.9%,/,/,/,/,-2%,/,4%
O=C(O)c1ccccc1CSC1=NCCS1,-2%,-1.0%,2.6%,-3%,1.0%,8%,-8%,-8%,14%
COc1cc(/C=C(\C#N)c2ccccn2)ccc1OCC(=O)Nc1c(Cl)cccc1Cl,9%,3.0%,-3.0%,-18%,-0.7%,-5%,-5%,-6%,-4%
CC(C)Sc1nc2ccccc2c(=O)[nH]1,6%,2.0%,-0.2%,-2%,-0.4%,10%,5%,-5%,9%
O=C(O)c1ccc(NS(=O)(=O)c2cc(Cl)sc2Cl)cc1,-1%,3.0%,/,5%,0.4%,-5%,-4%,-7%,1%
COc1cc(Br)cc2cc(C(=O)OC3CCN(C)CC3)c(=O)oc12,11%,-0.8%,/,/,-0.8%,/,2%,/,/
CC(=O)c1ccc(NC(=O)CCS(=O)(=O)c2ccc3c(c2)n(C)c(=O)c(=O)n3C)cc1,8%,0.1%,/,/,-0.7%,3%,-4%,-9%,/
Cc1cc[n+](CC(=O)c2ccccc2)c2ccccc12,10%,1.3%,-1.2%,-5%,0.4%,15%,-3%,-6%,27%
O=C(Nc1nc2cc3c(cc2s1)OCO3)c1ccc(N2C(=O)CCC2=O)cc1,5%,0.9%,/,-9%,0.1%,5%,-1%,-3%,5%
O=S(=O)(Nc1ccccc1)c1ccc(NS(=O)(=O)c2cccs2)cc1,3%,1.1%,/,3%,-0.9%,-3%,-4%,-4%,7%
CCNC(=S)NNC(=O)c1cc(-c2cccc(C)c2)nc2ccccc12,9%,1.4%,-4.1%,-11%,0.0%,-4%,-1%,-6%,18%
CCOc1ccc(C(C)=O)cc1N1C(=O)C2C(C1=O)C1C=CC2C12CC2 (stereo not drawn),2%,1.9%,-1.1%,-1%,-0.3%,22%,-1%,-10%,4%
CCCC(c1nnnn1C(C)(C)CC)N(Cc1ccco1)Cc1cc2ccc(OC)cc2[nH]c1=O (stereo not drawn),5%,/,-2.4%,-11%,0.0%,2%,12%,-1%,5%
O=C1NC(=S)N/C1=C\c1ccc(Oc2ccc(C(F)(F)F)cc2[N+](=O)[O-])c(Cl)c1,-12%,-0.9%,/,-8%,0.1%,9%,-8%,-4%,13%
Cc1cc(C)c(NS(=O)(=O)c2c(C)noc2C)c(C)c1,8%,-0.6%,/,9%,0.0%,4%,-3%,-14%,-14%
Cc1nc(Cl)c(C(=O)Nc2cccc(F)c2)c(C)c1Cl,-5%,1.1%,0.2%,5%,-0.6%,-14%,-2%,-4%,23%
CCn1c(C(=O)N2CCC(Cc3ccccc3)CC2)cc2sccc21,8%,9.2%,-2.6%,-3%,0.6%,-2%,-2%,1%,5%
COC(=O)c1cc(Br)c(=O)n(Cc2ccncc2)c1,2%,-0.4%,-2.2%,3%,0.1%,-11%,-2%,-5%,7%
CC(C)CCN1CCN(Cc2cccc(-n3cccn3)c2)CC1CCO (stereo not drawn),8%,-2.2%,-0.4%,1%,-1.1%,22%,-1%,-6%,12%
O=C1CC(c2ccc(F)cc2)SC(N(c2ccccc2)c2ccccc2)=N1 (stereo not drawn),8%,3.9%,-0.7%,-11%,-0.7%,1%,-2%,-4%,9%
O=NN(CCc1ccncc1)c1ccc(OCc2ccccc2)cc1,5%,-2.4%,-2.9%,5%,-1.6%,8%,-5%,3%,7%
Cc1ccc(C)c(NC(=O)CSc2cccc3cccnc23)c1,11%,0.8%,/,-3%,-0.8%,0%,-1%,-6%,5%
N#C/C(=C\c1cc2c(cc1Br)OCO2)c1ccc(C(=O)O)cc1,4%,0.3%,/,2%,0.2%,-2%,5%,-7%,-6%

# Next part (two carried over from the part before).
SMILES,MgcRacGAP inhibition,RSV CPE inhibition,CSM14.1 death rescue,PhoP inhibition,West Nile virus CPE,GPR35 antagonists,NS5 inhibitors,LYP inhibition,Large T inhibition
Cc1ccc(C)c(NC(=O)CSc2cccc3cccnc23)c1,11%,0.8%,/,-3%,-0.8%,0%,-1%,-6%,5%
N#C/C(=C\c1cc2c(cc1Br)OCO2)c1ccc(C(=O)O)cc1,4%,0.3%,/,2%,0.2%,-2%,5%,-7%,-6%
COc1cc(/C=C(\C#N)C(=O)NCC2CCCO2)ccc1OC(C)C (stereo not drawn),3%,0.6%,-2.0%,-22%,-1.0%,4%,-4%,-5%,6%
Nc1nnc(SCC(=O)NCCOc2ccccc2)s1,-1%,-0.8%,-2.8%,-2%,-0.2%,-14%,1%,-8%,0%
Cc1nc2nc(C)c(CCC(=O)NC3CCCCC3)c(C)n2n1,10%,2.3%,-15%,-5%,0.8%,-13%,-7%,-8%,8%
CCNc1[nH]c(=O)n(C)c(=O)c1N=O,14%,0.5%,-0.1%,-11%,-0.1%,11%,5%,4%,13%
O=C1CSC(c2cn(-c3ccccc3)nc2-c2ccccc2)N1Cc1ccco1 (stereo not drawn),11%,3.0%,-0.2%,0%,0.0%,1%,1%,4%,1%
COc1ccc(/C=C2\Oc3cc(OCC(=O)N4CCC[C@H]4CO)ccc3C2=O)c(OC)c1,1%,/,/,-3%,-0.1%,-12%,-30%,-6%,2%
O=C(Nc1ccnn1C1CCN(Cc2ccc(CO)o2)CC1)c1ccccc1Cl,3%,1.5%,/,-5%,-0.2%,-11%,-4%,0%,15%
Cc1oc2c(CN3CCCC3)c(O)ccc2c(=O)c1-c1ccc(Cl)cc1,-2%,-1.3%,-1.2%,-8%,/,-8%,4%,-5%,-3%
NC(=O)CSc1nnc(COc2cccc3ccccc23)o1,-6%,2.0%,/,0%,0.4%,-3%,-10%,-6%,12%
COc1ccc(/C=C2\OC(=O)c3c(OC)cccc32)cc1OC,12%,1.8%,-2.2%,0%,/,10%,21%,-9%,4%
CCN(CC(=O)Nc1ccc2c(c1)OCCO2)C(=O)/C=C/c1ccc(OC)c(OC)c1,8%,-1.8%,/,-8%,/,/,-4%,/,13%
Cc1cccc(N2C(=O)c3ccc(Br)cc3C2=O)n1,6%,2.2%,/,0%,0.7%,1%,-2%,-5%,9%
Cc1sc2nc(CN3CCOCC3)nc(Cl)c2c1C,6%,2.6%,-2.3%,3%,-0.5%,-8%,-4%,-1%,1%
O=[N+]([O-])c1ccc(S(=O)(=O)N/N=C/c2cccs2)cc1,3%,1.7%,-2.6%,12%,0.3%,2%,-4%,-3%,14%
CCOCCCNC(=O)C(C)NS(=O)(=O)c1ccc(C)cc1 (stereo not drawn),3%,0.9%,-1.7%,2%,0.2%,0%,-6%,-2%,11%
CCOC(=O)c1ccc(NC(=O)C23CCC(C)(C(=O)O2)C3(C)C)cc1 (stereo not drawn),5%,0.8%,1.4%,5%,-0.2%,2%,3%,-9%,8%
Cc1cc2cc(CNC(=O)CCC(=O)O)ccc2[nH]1,10%,-0.7%,-1.8%,2%,-0.2%,-14%,1%,-10%,8%
CC(NS(=O)(=O)c1ccc(F)cc1)C(=O)NCc1ccncc1 (stereo not drawn),6%,1.0%,-1.2%,0%,1.3%,6%,3%,-4%,17%
CCCCNC(=O)c1ccc2c(c1)N(C)C(=O)c1ccccc1S2,/,0.8%,/,-3%,-0.8%,-6%,-10%,-6%,26%
O=C1c2cnc3ncnn3c2CC2c3ccccc3CCN12 (stereo not drawn),5%,-0.7%,0.2%,2%,0.5%,9%,-3%,-13%,3%
CC(C)C(C)NC(=O)COc1ccc([N+](=O)[O-])cc1Cl (stereo not drawn),2%,10%,-1.0%,1%,-1.6%,14%,-9%,-4%,4%
COc1cc(OC)cc(C(=O)NCCNC(=O)c2ccco2)c1,0%,-0.7%,2.0%,7%,0.2%,8%,-4%,-8%,21%
COC(=O)/N=C/c1c(NCc2ccccc2)nc2c(C)cccn2c1=O,8%,1.9%,-0.3%,-3%,-0.7%,-2%,-5%,0%,3%
COc1ccc(Cn2c(C(F)(F)F)ccc(C(N)=O)c2=O)cc1,1%,1.0%,0.5%,-1%,0.5%,6%,-2%,-1%,6%
Cc1ccc(SCCCn2cncn2)cc1,12%,1.2%,-0.7%,17%,0.3%,8%,2%,-4%,8%

# Whole records as entered above. Values in the order: MgcRacGAP inhibition, RSV CPE inhibition, CSM14.1 death rescue, PhoP inhibition, West Nile virus CPE, GPR35 antagonists, NS5 inhibitors, LYP inhibition, Large T inhibition
# Profile of CCOC(=O)c1ccc(NC(=O)C23CCC(C)(C(=O)O2)C3(C)C)cc1 (stereo not drawn) = 5%, 0.8%, 1.4%, 5%, -0.2%, 2%, 3%, -9%, 8%
# Profile of Cc1ccc(SCCCn2cncn2)cc1 = 12%, 1.2%, -0.7%, 17%, 0.3%, 8%, 2%, -4%, 8%

# Next part
SMILES,MgcRacGAP inhibition,RSV CPE inhibition,CSM14.1 death rescue,PhoP inhibition,West Nile virus CPE,GPR35 antagonists,NS5 inhibitors,LYP inhibition,Large T inhibition
O=C(O)Cn1cc(/C=N/NC(=O)c2cc3cc(Br)ccc3o2)c2ccccc21,10%,1.3%,/,-1%,0.0%,-4%,-1%,0%,15%
CC(=O)N(c1ccc(C(F)(F)F)cc1)S(=O)(=O)c1ccc(N2C(=O)CCC2=O)cc1,10%,-1.0%,/,5%,-0.5%,-8%,-10%,-7%,-8%
Cc1noc(C)c1S(=O)(=O)N(CC(=O)O)c1ccc2c(c1)OCO2,7%,1.0%,-1.6%,-14%,-0.2%,22%,3%,-4%,1%
Nc1nncn1C(=O)CCCOc1ccc(Cl)cc1Cl,-20%,1.9%,-1.1%,-6%,0.9%,7%,-2%,1%,1%
CCOc1ccc(Nc2cc(C)nc3ccc(C)cc23)cc1,10%,20%,/,/,/,/,1%,/,12%
Cc1cc(NC(=O)c2cc3nc(C4CC4)cc(C(F)(F)F)n3n2)no1,11%,0.1%,-1.9%,2%,-0.1%,-17%,-6%,4%,6%
COc1ccccc1N1C(=O)C2C(C(=O)c3ccccc3)=NN(c3ccc(C)cc3)C2C1=O (stereo not drawn),/,0.4%,/,-13%,0.9%,17%,/,2%,-3%
CCOc1ccsc1C(=O)NNC(=O)c1ccco1,7%,1.4%,/,-6%,-0.3%,0%,-8%,-11%,25%
CCCCCCc1nc2ccccc2c(=O)n1NC(=O)c1c(O)c2c(n(CC(C)C)c1=O)CCCC2,6%,20%,-1.7%,4%,-0.1%,10%,-6%,-5%,4%
Cc1c(Cl)cccc1NC(=O)c1ccco1,11%,1.3%,/,5%,-0.3%,28%,-1%,-12%,3%
CC1(C)CC2(CCO1)N1CC3(C)CN2CC(C)(C1)C3O (stereo not drawn),10%,0.6%,-2.8%,1%,0.1%,8%,3%,-3%,-2%
O=C(NC1CCSc2ccccc21)c1cccc(S(=O)(=O)N2CCOCC2)c1 (stereo not drawn),6%,2.3%,/,3%,/,/,2%,/,3%
COc1ccc(NC(=S)NNC(=O)COc2ccc(Cl)cc2Cl)cc1,10%,2.4%,-0.6%,-10%,-0.6%,-5%,-1%,-8%,6%
CCOC(=O)NC(=O)/C(C#N)=C\c1ccccc1,2%,1.6%,-1.6%,-2%,0.1%,-3%,-2%,-2%,13%
